Compound activity: PubChem BioAssay, several laboratories
CendR NRP1 mod: alters CendR peptide binding to human NRP-1. FAM-RPARPAR peptide binding to NRP-1, fluorescence polarization. 0.85% of 360,000 active. O14786. inhibition, % at 25 µM;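 active means inhibition or corrected inhibition above about 18%, plus a signal ratio from 0.5 to 1.5, limit read from the data, passing the limit was not always enough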; further: strong numbers were not always called active
MsrA act: bovine methionine sulfoxide reductase A activation; 0.3% of 360,000 active; purified bovine MsrA, absorbance read-out; activation, % at 10.6 µM; in the data active means activation above about 7.5%;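 further: 0% = vehicle and 100% = reference activator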
Scp-1 inhibitor: Scp-1 (human) phosphatase inhibition | AID 493091 | 0.88% of 340,000 active | inhibition, % at 20 µM | Recombinant Scp1, phosphopeptide, malachite green phosphate absorbance | Q9GZU7;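 active means inhibition above about 50% at 20 µM, limit read from the data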;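 further: plate controls were DMSO wells with enzyme for no effect and wells lacking enzyme for full effect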
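System: truncated SCP-1 phosphatase (76-261aa); medium: Tris acetate buffer pH 5.5 with MgCl2 and Tween-20; incubation: 45 min room-temperature reaction, 5 min colour, 30 min stabiliser; compound: single 20 µM dose, 1% DMSO; reagent: Phosphorylated 17-residue peptide substrate; read-out: % inhibition at 20 µM; technique: colorimetric free-phosphate detection, absorbance 630 nm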
DNMT1 inh: DNMT1 (human) enzyme inhibition; DNMT1 molecular beacon, Hinp1I cleavage, fluorescence; AID 588458; inhibition (reported as % activation of signal), % at 10 µM; 0.83% of 360,000 active; in the data active means inhibition above about 50%
MsrA inh: bovine MsrA inhibition | purified bovine MsrA, absorbance read-out | AID 651718 | 0.75% of 360,000 active | inhibition, % at 15.5 µM; in the data active means inhibition above about 4.5%;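 further: 0% = vehicle wells with enzyme and 100% = reference inhibitor wells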
STEP block: blocks human striatal-enriched tyrosine phosphatase | recombinant STEP, OMFP fluorogenic substrate, fluorescence | inhibition, % at 20 µM | 0.25% of 360,000 active | AID 588621;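 active means inhibition at 20 µM, scaled per plate between control wells, above about 37%, limit read from the data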;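 further: 0% = DMSO with enzyme and substrate and 100% = substrate only without enzyme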
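System: isolated STEP enzyme; schedule: 20 min enzyme reaction at room temperature, protected from light; medium: Bis-Tris buffer pH 6.0, 2.5 mM DTT, 0.005% Tween 20; signal: fluorescence, 480/540 nm; dosing: single compound dose of 20 µM, 1% DMSO final; also added: OMFP substrate, 25 µM final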
SUMO1 PPI mod: modulators of human SUMO1-mediated protein-protein interactions. 0.33% of 360,000 active. inhibition, % at 20 µM. P63165. AID 602429. SUMO1 binding to a labelled peptide, TR-FRET, 1 h; in the data active means inhibition above about 37%
Target sequence (P63165 whole entry, looked up): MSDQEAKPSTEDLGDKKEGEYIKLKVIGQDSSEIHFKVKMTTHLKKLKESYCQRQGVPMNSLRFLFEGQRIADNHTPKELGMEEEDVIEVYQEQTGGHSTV
eLon inh: inhibits E. coli Lon protease. P0A9M0. purified E. coli Lon protease, fluorescence polarization. inhibition, % at 7.94 µM. 0.42% of 360,000 active; in the data active means inhibition above about 13%, passing the limit was not always enough;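 further: 0% = enzyme with probe and DMSO and 100% = no enzyme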
Target sequence (P0A9M0 whole entry, looked up): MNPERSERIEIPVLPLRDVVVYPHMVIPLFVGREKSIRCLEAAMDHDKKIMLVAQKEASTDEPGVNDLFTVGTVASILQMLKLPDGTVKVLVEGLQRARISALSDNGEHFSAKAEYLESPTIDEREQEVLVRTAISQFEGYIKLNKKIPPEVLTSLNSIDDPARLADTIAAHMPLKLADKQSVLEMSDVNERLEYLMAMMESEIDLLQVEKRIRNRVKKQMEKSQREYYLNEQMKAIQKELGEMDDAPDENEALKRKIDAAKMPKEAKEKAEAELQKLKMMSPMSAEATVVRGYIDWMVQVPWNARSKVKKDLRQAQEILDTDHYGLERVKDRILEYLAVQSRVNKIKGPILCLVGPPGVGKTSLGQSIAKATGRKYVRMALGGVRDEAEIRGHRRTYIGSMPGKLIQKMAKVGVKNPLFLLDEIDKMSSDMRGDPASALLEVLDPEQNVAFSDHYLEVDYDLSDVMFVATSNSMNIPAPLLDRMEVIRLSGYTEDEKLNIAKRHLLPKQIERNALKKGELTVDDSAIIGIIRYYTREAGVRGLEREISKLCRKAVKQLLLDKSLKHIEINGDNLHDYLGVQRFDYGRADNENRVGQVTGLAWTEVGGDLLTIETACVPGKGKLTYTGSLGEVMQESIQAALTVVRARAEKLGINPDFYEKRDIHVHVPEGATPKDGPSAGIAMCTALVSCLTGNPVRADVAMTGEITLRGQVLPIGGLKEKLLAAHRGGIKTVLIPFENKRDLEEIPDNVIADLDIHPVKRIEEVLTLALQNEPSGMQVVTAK
Tb MetRS inh: blocks T. brucei methionyl-tRNA synthetase activity | purified T. brucei MetRS, ATP depletion, Kinase-Glo luminescence | inhibition, % at 11.9 µM | 0.4% of 360,000 active | AID 624268;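 active means inhibition above a per-plate cutoff of the control wells' mean inhibition plus 3 SD, cut at about 5.5% in these data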;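 further: 0% = DMSO wells median and 100% = median of wells with control inhibitor compound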
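Dosing: 11.9 µM compound single dose, 0.9% DMSO; Assay system: purified T. brucei MetRS enzyme; Measured by: Kinase-Glo luciferase luminescence reporting remaining unconsumed ATP; Schedule: 15 min plus 2 h at 25 °C.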
LMPTP inh: LMPTP (human) inhibition. P24666. recombinant LMPTP-A, OMFP fluorogenic substrate, fluorescence intensity. inhibition, % at 20 µM. 0.22% of 360,000 active. AID 651560;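 active means compounds that cut the enzyme signal by at least half of the control window in the single-dose screen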;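 further: plate controls were DMSO wells with enzyme plus substrate for no effect and substrate without enzyme for full effect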
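Assay system: LMPTP-A, protein tyrosine phosphatase of low molecular weight / Medium: pH 6.0 Bis-Tris buffer with DTT and Triton X-100 / Schedule: 50 min enzyme reaction at room temperature, protected from light / Measured by: endpoint fluorescence intensity from OMFP dephosphorylation / Read-out basis: % inhibition relative to no-enzyme and uninhibited control wells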
Active calls of the source: *; / = no result given; & = joins results of further samples.

Second line of a record – eLon inh, MsrA act, DNMT1 inh, Scp-1 inhibitor, STEP block, SUMO1 PPI mod, MsrA inh, CendR NRP1 mod, LMPTP inh, Tb MetRS inh
> O=C(NC1CCCN(Cc2ccc(Cl)cc2)C1)c1cccc(F)c1 (centres undefined)
→ -3, -3, -4, -1, -1, -2, 0.3, 3, -1.2, -0.8
> Cc1cccnc1CCNCc1c(C(=O)N2C[C@@H](C)O[C@@H](C)C2)nc2ccc(Cl)cn12
→ -12, -7, 2, 0, -1, -5, -0.3, 10, -2.0, -0.7
> CCc1cc(C(=O)N2CCCC(CCC(=O)N3CCN(c4ccccn4)CC3)C2)no1 (centres undefined)
→ 5, 0, 1, -1, 2, 1, 2.0, 6, 0.4, 1.1
> Cc1ccc(/C=N/NC(=O)c2cccc(S(=O)(=O)Nc3ccccc3Cl)c2)s1
→ -4, -3, 0, -11, 0, 6, 2.4, 7, -0.5, -0.6
> O=C(NCc1cc([N+](=O)[O-])ccc1O)c1cccc(NS(=O)(=O)c2ccccc2)c1
→ -4, -1, 1, -15, -1, 11, -0.1, 14, 2.1, -0.1
> Cc1[nH]c2ccccc2c1SCC(=O)O
→ -6, 0, -3, -5, 2, 1, 0.4, -7, -0.4, 0.5
> CCc1ccc(C(=O)CSc2n[nH]c(-c3ccncc3)n2)cc1
→ 4, -2, 0, -7, 2, -1, -0.1, -21, -1.1, 0.2
> O=C(Oc1ccccc1-c1nnco1)c1ccc(Cl)cc1
→ -3, -1, -1, -14, -2, 2, 0.7, 2, 0.8, -0.4
> CCC(Oc1ccccc1)C(=O)Nc1ccccn1 (centres undefined)
→ -1, -2, -1, 3, -3, 0, 0.5, 11, -1.7, -0.7
> CC1CC(C)(C)N(C(=O)CN2CCN(C)CC2)c2ccccc21 (centres undefined)
→ 6, -7, 1, 3, 1, 5, -0.3, 3, -4.5, -0.9
> Cc1ccc(C)c(NC(=O)COC(=O)c2ccc(S(=O)(=O)N3CCCC3)cc2)c1
→ 5, -9, 17, /, 3, 1, -0.2, -4, 2.8, -0.5
> Cc1ccc(/C=N/NC(=S)Nc2cccc(S(=O)(=O)N(C)C)c2)o1
→ 3, -7, -1, -3, -2, -16, 4.1, -7, -1.5, -0.9
> CCCN(CC(=O)Nc1ccc(F)c(F)c1F)C(=O)c1ccc2c(c1)NC(=O)CS2
→ -9, -6, -2, 2, 0, -12, 0.6, -1, 0.9, 1.2
> O=C(Nc1ccc(Cl)cc1)N[C@@H]1c2c(ccc3ccccc23)OC[C@@H]1CO
→ -15, -2, -2, -11, -2, -3, -0.6, 2, 3.7, 0.0
> CC(=O)c1ccc(S(=O)(=O)N2CCN(c3ccccc3F)CC2)cc1
→ -3, -3, 4, -14, 2, 5, 0.3, -11, -0.9, 0.7
> O=C(O)CCNC1CCCCC1
→ 3, -11, 15, -7, -3, 19, 0.1, 12, 1.9, -2.0
> CCN1CCN(C(=S)Nc2ccc(Cl)cc2)CC1
→ -1, -4, 1, -5, -2, 6, -0.5, 6, -2.7, 0.6
> COc1ccc(C(=O)N2CCC(C(=O)c3ccc(F)cc3)CC2)cc1
→ -8, -2, -1, -9, -1, 0, 0.8, 14, -1.0, -0.9
> CC(C)(C)n1cnc2cc(NCc3cccs3)ccc21
→ -5, -5, 2, -5, -2, 0, 0.3, 0, 1.7, 0.2
> COc1ccc2c(c1OC)C(=O)OC2C1c2c(cc3c(c2OC)OCO3)CCN1C (centres undefined)
→ 4&-1&1, -9&0&-5, 0&2&5, -1&12&-9, -1&-1&-6, -3&10&5, -1.0&1.7&-0.1, -11&-4&10, -1.3&-2.1&-1.8, -1.4&-1.0&-1.0

3 compounds out of the list, sorted by molecular weight, low to high.
Second line of a record – eLon inh, MsrA act, DNMT1 inh, Scp-1 inhibitor, STEP block, SUMO1 PPI mod, MsrA inh, CendR NRP1 mod, LMPTP inh, Tb MetRS inh
> CCN1CCN(C(=S)Nc2ccc(Cl)cc2)CC1
→ -1, -4, 1, -5, -2, 6, -0.5, 6, -2.7, 0.6
> O=C(Oc1ccccc1-c1nnco1)c1ccc(Cl)cc1
→ -3, -1, -1, -14, -2, 2, 0.7, 2, 0.8, -0.4
> CC1CC(C)(C)N(C(=O)CN2CCN(C)CC2)c2ccccc21 (centres undefined)
→ 6, -7, 1, 3, 1, 5, -0.3, 3, -4.5, -0.9

The listing picks up with the 3 entries that preceded the break.
Second line of a record – eLon inh, MsrA act, DNMT1 inh, Scp-1 inhibitor, STEP block, SUMO1 PPI mod, MsrA inh, CendR NRP1 mod, LMPTP inh, Tb MetRS inh
> COc1ccc(C(=O)N2CCC(C(=O)c3ccc(F)cc3)CC2)cc1
→ -8, -2, -1, -9, -1, 0, 0.8, 14, -1.0, -0.9
> CC(C)(C)n1cnc2cc(NCc3cccs3)ccc21
→ -5, -5, 2, -5, -2, 0, 0.3, 0, 1.7, 0.2
> COc1ccc2c(c1OC)C(=O)OC2C1c2c(cc3c(c2OC)OCO3)CCN1C (centres undefined)
→ 4&-1&1, -9&0&-5, 0&2&5, -1&12&-9, -1&-1&-6, -3&10&5, -1.0&1.7&-0.1, -11&-4&10, -1.3&-2.1&-1.8, -1.4&-1.0&-1.0
> C#CCCC(=O)c1ccccc1/C=[N+](\[O-])c1ccccc1
→ -15, -3, -8, -5, 2, -4, -0.5, -32, 0.4, -0.4
> CC(=O)c1ccccc1NC(=O)COC(=O)c1cc[n+]([O-])cc1
→ -10, -2, 3, -6, -2, -22, 0.5, -4, -0.8, -0.3
> N#Cc1cccc(NC(=S)Nc2ccccc2)c1
→ 6, -2, -5, -2, 2, -4, -0.1, 2, -0.9, -0.1
> O=C(NCc1ccco1)c1ccc(OC2CCN(Cc3ccccn3)CC2)cc1
→ -2, -3, 1, /, 0, -3, -0.7, 1, 0.1, -0.2
> CCOc1ccc(NC(=O)C(=O)NCCN2CCN(S(=O)(=O)c3ccccc3)CC2)cc1
→ -10, 6, 6, -10, -3, 0, -0.3, -2, -2.2, -0.1
> CN(Cc1ccccc1)S(=O)(=O)c1ccc(Cl)c(C(=O)NCCCN2CCOCC2)c1
→ 4, -2, 21, -2, 1, 0, 0.1, 5, 1.2, 0.0
> O=C(NCCCn1ccnc1)c1cnn2c1NC(c1ccccc1)CC2C(F)(F)F (centres undefined)
→ -5, 6, 0, -4, 0, 0, -0.3, 4, -0.2, -0.3
> O=C(NCCc1ccccn1)c1nc(Cn2cc([N+](=O)[O-])cn2)no1
→ -6, -3, 4, -1, -2, -6, 0.5, -12, 0.2, -0.2
> COC(=O)C1=C(C)N(CC2CC2)C(=NCCN2CCOCC2)N[C@H]1c1ccccc1
→ 12, 2, -3, 33, -4, -1, /, 2, -0.5, -0.2
> CC(C)(C)c1nnc(NC(=O)Nc2ccc(Cl)cc2)s1
→ 5, -11, 5, -7, -2, 3, 0.3, 1, -1.0, -0.2
> CCN(C(=O)c1ccccc1F)c1nc(-c2ccc(OC)cc2)cs1
→ -7, -1, 7, -7, 0, 6, 0.2, 14, 3.7, 0.0
> CCN(CC)C(=O)CN1C(=O)c2cccc3cccc1c23
→ -9, 2, -1, -10, -1, -12, 2.3, -9, 0.5, -0.2
> O=C(NCc1ccccc1)c1ccc2ccccc2n1
→ 4, 2, 0, -9, -2, -2, -0.7, 0, 2.4, -0.5
> Cc1ccc(NS(=O)(=O)c2c(F)cc(F)c(Cl)c2F)cc1S(=O)(=O)N1CCOCC1
→ -5, 0, 6, 3, 0, 7, 1.3, -3, -2.5, -0.1
> O=C(O)c1cccc(Nc2ncnc3ccc(Br)cc23)c1
→ -6, -4, 1, 1, 1, 4, 1.5, 7, 0.0, 0.2
> CCOc1ccc(NC(=O)COC(=O)c2ncc(Cl)c(Cl)c2Cl)cc1
→ -3, -4, 11, -9, -5, 0, -0.5, 6, -1.8, -0.2
> O=C(COC(=O)CC1CC2CCC1C2)NC(=O)NC1CCCC1 (centres undefined)
→ -13, -5, -1, -4, 3, 1, -0.3, 11, -2.4, -0.1
> COc1ccc(C)cc1Nc1nc(-c2ccccc2O)nc2ccccc12
→ 11, -4, -2, -4, -2, -9, 1.6, -2, 1.0, -0.5
> Cc1ccccc1N(CC(=O)NCCc1ccccc1)C(=O)c1csnn1
→ 4, -2, 0, -7, -1, -3, 0.4, 4, -2.9, -0.6
> O=C(NN1C(=O)C2C3C=CC(C4CC34)C2C1=O)c1ccccc1Cl (centres undefined)
→ -1, -3, 0, 3, 0, 3, -1.8, -2, -0.7, -1.3
> COc1cccc(C(=O)Nc2ccc(NC(=O)C3CC3)nc2)c1
→ 6, -4, 1, -4, -3, 2, -1.2, 18, -0.9, -0.1
> COC(=O)/C=C/COc1ccccc1[N+](=O)[O-]
→ -6, 1, -4, -6, 1, -4, -1.4, 2, 0.9, 0.7
